Screens from PubChem.
IkB signaling: IkB pathway inhibition in ABC-DLBCL cells; 110,000 tested, 0.04% active; ABC-DLBCL IkBa-CBG/CBR dual luciferase ratio, 4 h; response scale: scaled: untreated 0%, proteasome inhibitor 100%; Potency, µM (doses to about 57.1 µM), without a hit: at the top dose IkBa stabilization activation; active means well fitted curve in the direction sought with a large enough effect in the signal ratio, not every such curve was filed as active; inconclusive means small, poorly fitted or top-dose-only effect, or a change in a side signal; the % refers to the signal ratio;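 further: the direction sought is a rising ratio; 0% = basal untreated cells and 100% = reference inhibitor full response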
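In this assay, an IκBα–CBG68 fusion accumulates when IKK-driven degradation is blocked; native CBR normalizes for cell number. OCI-Ly3 cells were treated 4 h with compound and doxycycline, then green and red light read after Chroma-Glo addition.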
p53ts 39C kill: kills p53ts cells at the nonpermissive temperature | Potency, µM (titrated, usually from 46.1 µM), for the others: at the top dose activity change, negative = cell killing, most hits filed as cytotoxic | 130,000 tested, 1.5% active | AID 902 | H1299-p53A138V viability at 39C, ATP luminescence, 24 h; further: nearly all actives have a fitted effect of over 55% in size
p53ts 32C tox: kills p53ts cells at the permissive temperature; H1299-p53A138V at 32C, ATP luminescence viability, 24 h; Potency, µM (top dose mostly 46.1 µM), for the others: at the highest dose activity change, negative = cytotoxicity, hits mostly cytotoxic; 130,000 tested, 0.93% active; AID 924;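 further: 0% = DMSO and -100% = full killing by reference compound; nearly all actives have a fitted effect of over 55% in size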
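H1299-p53 A138V cells (temperature-sensitive p53) exposed 24 h to up to 46 uM compound at 32C, where p53 is wild-type in conformation. Viability read as ATP luminescence and normalised to DMSO and 100 uM tamoxifen. AC50 fitted with the Hill equation.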
Imprint erasure: genomic imprint erasure induction; mouse ES Peg3-LacZ reporter, beta-gal luminescence, 40 h; Potency, µM (highest dose often 60.7 µM), without a hit: at the highest dose activity change, positive = activation, most hits filed as activators; 110,000 tested, 0.02% active; AID 1948;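 further: 0% = negative control wells on the plate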
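Each well holds 300 Peg3LacZ-Neo (maternal) female ES cells incubated 40 h at 37C, 5% CO2. LacZ is measured by BetaGlo luminescence, with AC50 and maximum efficacy derived from dose-response curves.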
Active calls of the source: *; ? = inconclusive; · = not tested or not shown; [ ] = dose if it differs, or a comment. Unless noted, the call rests on the fitted dose curve; in most records, active means well fitted curve in the direction sought with a large enough effect; inconclusive means small, poorly fitted or top-dose-only effect, or another doubt; inactive means no such curve, though single readings can be large; an effect the other way counts as inactive or inconclusive. Unless noted, on the % scale 0 is the no-effect control and ±100 the full control effect; potency means the concentration at half of the fitted maximal effect.

SMILES | IkB signaling | p53ts 39C kill | p53ts 32C tox | Imprint erasure
CCN(CC(=O)NC1CCCCCC1)S(=O)(=O)c1ccccc1 | 1.1% | 5% | 1% | -12%
CCOC(=O)c1cnn(-c2nc3sc4c(c3c(=O)[nH]2)CCCC4)c1N | 2.6% | -23% | 0% | -7%
Cc1ccc2c(c1)c1cccc3c1n2CCN3CCC(N)=O | -1.1% | -27% | -22% | 4%
COCCc1nn2c(=O)cc(COC(=O)c3ccc(Br)cc3)nc2s1 | 1.0% | -17% | 2% | -10%[10.9 µM]
O=C(Nc1nnc(S(=O)(=O)N2CCN(c3ccc(F)cc3)CC2)s1)c1ccc(Cl)cc1 | 1.0% | 9% | 1% | -8%[10.9 µM]
O=C(Cn1c(-c2ccccn2)nc2ccccc21)NCCN1CCOCC1 | 9.7% | 6% | 2% | -62%[inhibitor]
CN1C(C(=O)NC(C)(C)C)=CC(c2ccc3c(c2)OCO3)=NS1(=O)=O | 1.0% | 4% | 0% | -10%[10.9 µM]
CCOc1ccc2nc(SCC(=O)N(C)C3CCS(=O)(=O)C3)[nH]c2c1 (stereo unspecified) | 0.8% | -3% | 1% | -8%
COc1ccc2oc(=O)c(-c3nc4ccccc4o3)cc2c1 | · | -11% | -27% | ·
COc1ccc(-n2nnc3c(SCc4ccccc4)ncnc32)cc1 | · | -11% | 6% | ·
CCC(NS(=O)(=O)c1ccc(OC)cc1)C(=O)O (stereo unspecified) | 1.4% | 6% | 7% | -1%
NC1=NC(c2ccc(Cl)cc2)n2c(nc3ccccc32)N1 (stereo unspecified) | 3.8% | -2% | -1% | -3%
O=C(Cn1c(=O)nc(-c2ccccc2)c2ccccc21)NCCCc1ccccc1 | ? | -1% | 7% | 6%[10.9 µM]
Cn1c(=O)[nH]c(=O)c2c1nc(CN1CCN(c3cccc(Cl)c3)CC1)n2CCN1CCOCC1 | -0.1% | -2% | -15% | 0%
CC(=O)c1cc2c(cc1NC(=O)CCc1ccccc1)OCO2 | ? | 8% | -3% | ·
Cc1ccccc1C(=O)Nc1ccc(NC(=O)c2cccs2)cc1 | ? | -1% | -10% | -15%[10.9 µM]
CC1(C)CC(=O)C(C=NCCc2ccc(S(N)(=O)=O)cc2)=C(O)C1 | -0.1% | -4% | -1% | 0%
CC1S/C(=C(\C#N)C(N)=O)N(c2ccc(F)cc2)C1=O (stereo unspecified) | 5.0% | -2% | -4% | -21%
O=C(NCCc1csc2nc(-c3ccccc3F)nn12)C(=O)Nc1cc(F)ccc1F | 1.0% | 7% | -6% | -11%[10.9 µM]
CCOc1ccc(N2C(=O)c3n[nH]c(-c4cccs4)c3C2c2cccc(F)c2)cc1 (stereo unspecified) | ? | ? | ? | 2%[10.9 µM]
Cc1cccc(CCn2c(=O)c3ccccc3n(CC(=O)Nc3ccccc3F)c2=O)c1 | 0.6% | ? | ? | -8%[10.9 µM]
Cc1ccc(Cn2c(C(=O)O)c(CNCc3ccc(OC(C)C)cc3)c3ccc(C)cc32)cc1 | ? | 16µM* | -7% | -14%[10.9 µM]
CCOC(=O)CC(NC(=O)Cn1nnc(-c2ccc(C(F)(F)F)cc2)n1)c1ccccc1Cl (stereo unspecified) | -0.4% | -9% | -15% | -7%[10.9 µM]
COc1ccc(C2OC(=O)CC2C(=O)NC2CCCCCC2)cc1OC (stereo unspecified) | -0.6% | 7% | 9% | -14%
COc1cc(C(=O)NCc2ccco2)cc(OC)c1OC | 1.7% | -6% | -3% | -4%
O=C(NC1CCCCCC1)C1c2ccccc2C(=O)N1Cc1ccccc1Cl (stereo unspecified) | 4.4% | -6% | -1% | -9%[10.9 µM]
COC(=O)c1ccccc1NC(=O)Cn1cnc2cc(C)c(C)cc21 | 5.7% | -1% | -6% | -18%
C=CCn1c(SCC(=O)NC23CC4CC(CC(C4)C2)C3)nc(O)cc1=O | · | 2% | -8% | ·
Cc1ccc(S(=O)(=O)NCC2CCC(C(=O)NCCc3ccccc3)CC2)cc1 (stereo unspecified) | -2.0% | -10% | 1% | 12%[10.9 µM]
CC(C)c1ccc(CNC(=O)c2ccc(N3CCCC3)c(NC(=O)NCc3ccc(F)cc3)c2)cc1 | ? | 5% | 1% | 6%[10.9 µM]
COCCCNC(=O)c1cn(CCOC)c(=O)c2c1c1ccccc1n2C | 3.2% | 16% | 11% | -8%[10.9 µM]
COc1ccc(S(=O)(=O)N(C)c2ccc(C(=O)N3CCC(C(N)=O)CC3)cc2)cc1 | 0.9% | 6% | 2% | -7%
CNC(=O)c1ccc(Nc2nnc(-c3ccc(C)c(S(=O)(=O)N4CCCCC4)c3)c3ccccc23)cc1 | ? | 16% | 7% | -6%[10.9 µM]
COCCOC(=O)c1c(C)n(C)c2ccc(OC(=O)c3cccs3)cc12 | -0.6% | 12% | 1% | -4%
O=C(c1ccc2c(c1)N(Cc1ccc(Cl)cc1)C(=O)c1ccccc1S2(=O)=O)N1CCCC1 | 1.2% | -23% | 11% | 1%[10.9 µM]
CCn1nnc2cc(C(=O)Nc3cccc(Cl)c3)ccc21 | -6.8% | -12% | -9% | -5%[10.9 µM]
CCOc1ccc(NC(=O)CCc2c(C)nc3nc(C)nn3c2C)cc1 | -1.0% | -5% | 4% | -8%[10.9 µM]
Cc1ccc(C)c(NC(=O)Cn2c(=O)n(Cc3cccs3)c(=O)c3cccnc32)c1 | 1.4% | -30% | -11% | -3%[10.9 µM]
Cn1c2ccccc2c2cnn(CC(=O)NCCCN3CCN(c4ccccc4F)CC3)c(=O)c21 | ? | -16% | -10% | 4%[10.9 µM]
CN1CCN(c2ccc(Cl)cc2NS(=O)(=O)c2ccccc2Cl)CC1 | -2.4% | -13% | -4% | 0%
Cc1ccc(NC(=O)Cn2nc(-c3ccc(F)cc3)c3cnc4ccc(C)cc4c32)cc1 | -0.2% | 10% | 7% | 17%[10.9 µM]
CCOC(=O)c1cccc(NC(=O)CC(c2cc(OC)c(OC)c(OC)c2)N2Cc3ccccc3C2=O)c1 (stereo unspecified) | -1.2% | -9% | 14% | 5%[10.9 µM]
O=C(NCc1ccc(Cl)cc1)c1cc(S(=O)(=O)N2CCCCC2)c[nH]1 | 3.1% | -2% | 7% | -17%[10.9 µM]
COc1ccc(C2c3sc(=O)[nH]c3SC3C(=O)N(c4ccccc4)C(=O)C32)cc1 (stereo unspecified) | ? | -3% | -5% | -4%
COC(=O)c1cc(NS(=O)(=O)c2ccc3c(c2)CCC(=O)N3)cc(C(=O)OC)c1 | ? | 0% | 9% | 4%
COc1ccccc1N1CCN(C(=O)c2cc(S(=O)(=O)N3CCC(C)CC3)cn2C)CC1 | -0.7% | -27% | 0% | -5%[10.9 µM]
O=C(CCCc1nc(-c2ccc(Cl)cc2)no1)NCc1ccco1 | ? | -11% | -5% | -11%[10.9 µM]
COC(=O)c1cc(OC)c(OC)cc1NC(=O)c1cnccn1 | 1.3% | -5% | -15% | 0%
COCCn1nnnc1C(c1cc2cccc(C)c2[nH]c1=O)N1CCN(c2ccccc2F)CC1 (stereo unspecified) | ? | 6% | 3% | -5%
COc1ccc(C2C(C(=O)N3CCCCC3)c3ccccc3C(=O)N2C)cc1 (stereo unspecified) | -1.9% | -1% | -7% | -10%
Cc1ccc(Nc2cc(C)nn2-c2nc(C)cc(=O)[nH]2)cc1 | ? | 65%[activator] | 26% | -26%
Cc1noc(C)c1S(=O)(=O)Nc1ccc(C(=O)O)cc1 | -0.1% | -12% | 5% | -5%
CCc1c(C)nc(N)n2c(SCC(=O)N3CCCC(C)C3)nnc12 (stereo unspecified) | -0.4% | -3% | 5% | -2%
COCCCNC(=O)Cn1c(=O)n(-c2ccccc2)c(=O)c2c1c1cc(OC)ccc1n2C | 1.4% | 11% | 3% | 8%[10.9 µM]
O=C(CSc1nnc(-c2ccco2)n1-c1ccccc1)N1CCN(C(=O)c2ccco2)CC1 | 0.9% | 5% | 10% | -11%
CCn1ccc(C(=O)Oc2ccc(C(C)C)cc2)n1 | -0.1% | 7% | 0% | -8%
COC(=O)c1ccc(NC(=O)Cn2ccn3nc(-c4ccc(OC)cc4)cc3c2=O)cc1 | 0.4% | -16% | -14% | -7%[10.9 µM]
CCc1nn2c(=O)cc(COC(=O)c3ccccc3NC(=O)c3cccs3)nc2s1 | -1.0% | -1% | -4% | -10%[10.9 µM]
CN1C(=O)c2oc3ccccc3c(=O)c2C1c1ccncc1 (stereo unspecified) | -2.5% | -1% | 4% | -84%[inhibitor]
CCN1C(=O)c2ccccc2Sc2ccc(C(=O)NCCN3CCOCC3)cc21 | 0.3% | -5% | 0% | -10%

Another view of some results above.
SMILES: COCCCNC(=O)Cn1c(=O)n(-c2ccccc2)c(=O)c2c1c1cc(OC)ccc1n2C
  IkB signaling = 1.4% | p53ts 39C kill = 11% | p53ts 32C tox = 3% | Imprint erasure = 8%[10.9 µM]

SMILES: O=C(CSc1nnc(-c2ccco2)n1-c1ccccc1)N1CCN(C(=O)c2ccco2)CC1
  IkB signaling = 0.9% | p53ts 39C kill = 5% | p53ts 32C tox = 10% | Imprint erasure = -11%

(next part)
SMILES | IkB signaling | p53ts 39C kill | p53ts 32C tox | Imprint erasure
CC(=O)c1cccc(-n2c(=O)c3c4c(sc3n(CC(=O)c3ccc(Cl)cc3)c2=O)CN(C(C)=O)CC4)c1 | -0.3% | ? | 9% | 4%[10.9 µM]
COC(=O)c1[nH]c2ccc(C)cc2c1NC(=O)C1=COCCO1 | 2.3% | 0% | 0% | 5%
COC(=O)c1cccc(Nc2c(-c3ccc(SC)cc3)nc3nc[nH]n23)c1 | 1.4% | -16% | 2% | -9%[10.9 µM]
Cc1cc(-c2csc(NC(=O)c3ccc(=O)n(C)n3)n2)c(C)n1CC1CCCO1 (stereo unspecified) | 0.7% | -4% | 5% | 1%
O=C(NCc1ccc(F)cc1)c1ccc(CSc2nc3ccncc3n2Cc2ccc(F)cc2)cc1 | ? | -25% | 12% | -10%[10.9 µM]
O=c1c2cc(N3CCOCC3)ccc2[nH]c(=S)n1Cc1ccco1 | 16% | -3% | -9% | -45%[inhibitor]
N#CCCN(Cc1cccnc1)C(=O)c1ccc(S(=O)(=O)N2CCOCC2)cc1 | 0.7% | -1% | 5% | -2%
O=C(CCN1C(=O)COc2ccccc21)NCCN1CCN(c2cccc(Cl)c2)CC1 | ? | 1% | 10% | -1%
CC(=O)c1ccc(NS(=O)(=O)c2cc(-c3cnc(C4CC4)o3)ccc2C)cc1 | -1.3% | 15% | 18% | -14%[10.9 µM]
Nc1ccc(Cl)c(-c2nc3ncccc3o2)c1 | · | -6% | -4% | ·
CN(C)C(=O)c1ccc(-c2nccc(Nc3ccc(F)cc3)n2)cc1 | 0.3%[11.4 µM] | -8% | 6% | -1%
CCc1ccc(C2c3c(oc4ccc(C)cc4c3=O)C(=O)N2c2nc(C)c(C)s2)cc1 (stereo unspecified) | 3.1% | 10% | 7% | -7%[10.9 µM]
CCCc1cc(C(=O)N2CCN(C(c3ccccc3)c3ccccc3)CC2)no1 | 4.3% | 35%[activator] | 20% | -31%[inhibitor]
CC(C)CN1CC2(CCN(C(=O)c3cccc(F)c3)CC2)C1 | -0.9%[11.4 µM] | -4% | 1% | ·
COc1ccc(C(CC(=O)Nc2cc(OC)c(OC)c(OC)c2)N2Cc3ccccc3C2=O)cc1 (stereo unspecified) | ? | 11% | 1% | 8%[10.9 µM]
O=C(NCc1ccco1)c1csc2c1CCCCC2 | -1.0% | -10% | -3% | -7%
CC1CC(C)CN(CCCNC(=O)C2CCN(S(=O)(=O)N3CCCCC3)CC2)C1 (stereo unspecified) | 0.5% | 10% | -4% | -9%
CC(=O)c1ccc(NC(=O)Cn2cc3c(n2)CCCC3)cc1 | 2.7% | -6% | -4% | 4%[10.9 µM]
Cc1ccc(CNc2nnc(C)c3nnn(Cc4ccc(F)cc4)c23)cc1 | 0.2% | -15% | 2% | -11%[10.9 µM]

Given with two lines to a compound: entries from further up
Results follow in this order: IkB signaling | p53ts 39C kill | p53ts 32C tox | Imprint erasure
CN(C)C(=O)c1ccc(-c2nccc(Nc3ccc(F)cc3)n2)cc1
 : 0.3%[11.4 µM] | -8% | 6% | -1%
CCc1ccc(C2c3c(oc4ccc(C)cc4c3=O)C(=O)N2c2nc(C)c(C)s2)cc1 (stereo unspecified)
 : 3.1% | 10% | 7% | -7%[10.9 µM]
CCCc1cc(C(=O)N2CCN(C(c3ccccc3)c3ccccc3)CC2)no1
 : 4.3% | 35%[activator] | 20% | -31%[inhibitor]
CC(C)CN1CC2(CCN(C(=O)c3cccc(F)c3)CC2)C1
 : -0.9%[11.4 µM] | -4% | 1% | ·
